LRH-1 inv ag – suppresses constitutive activity of human LRH-1; 360,000 tested, 0.13% active; inhibition, % at 3.6 µM; O00482; HEK293T StAR-luciferase reporter, LRH-1 transfected, 24 h;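 active = inhibition above the mean inhibition of all tested compounds plus 3 SD, cut at about 73% in these data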;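 note: 0% = DMSO wells and 100% = reporter-only cells lacking LRH-1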
Target sequence (O00482 whole entry, looked up): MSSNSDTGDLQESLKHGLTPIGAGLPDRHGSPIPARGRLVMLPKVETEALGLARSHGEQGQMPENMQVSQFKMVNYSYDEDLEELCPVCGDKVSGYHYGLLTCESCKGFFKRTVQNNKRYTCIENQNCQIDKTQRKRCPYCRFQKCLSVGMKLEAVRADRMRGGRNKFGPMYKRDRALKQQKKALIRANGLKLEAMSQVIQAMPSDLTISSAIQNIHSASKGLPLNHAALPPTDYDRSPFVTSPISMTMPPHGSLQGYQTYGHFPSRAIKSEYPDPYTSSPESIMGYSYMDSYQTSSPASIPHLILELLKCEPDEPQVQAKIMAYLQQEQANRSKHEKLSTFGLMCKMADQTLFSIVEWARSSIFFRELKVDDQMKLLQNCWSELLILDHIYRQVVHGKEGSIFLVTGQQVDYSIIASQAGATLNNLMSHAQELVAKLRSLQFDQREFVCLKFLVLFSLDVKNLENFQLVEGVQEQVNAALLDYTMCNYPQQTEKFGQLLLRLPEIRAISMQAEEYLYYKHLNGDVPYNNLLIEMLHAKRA
COUP-TFII inh – blocks human COUP-TFII nuclear receptor | P24468 | HEK293T NGFI-A luciferase reporter, luminescence | inhibition, % at 8.6 µM | 370,000 tested, 0.7% active;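 active = inhibition above a per-plate cutoff, mean inhibition of test wells between control levels plus 3 SD, cut at about 38% in these data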;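 note: cells cotransfected with COUP-TFII expression vector driving the NGFI-A reporter; 0% = median of COUP-TF2 test wells and 100% = reporter-only cells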
Target sequence (P24468 whole entry, looked up): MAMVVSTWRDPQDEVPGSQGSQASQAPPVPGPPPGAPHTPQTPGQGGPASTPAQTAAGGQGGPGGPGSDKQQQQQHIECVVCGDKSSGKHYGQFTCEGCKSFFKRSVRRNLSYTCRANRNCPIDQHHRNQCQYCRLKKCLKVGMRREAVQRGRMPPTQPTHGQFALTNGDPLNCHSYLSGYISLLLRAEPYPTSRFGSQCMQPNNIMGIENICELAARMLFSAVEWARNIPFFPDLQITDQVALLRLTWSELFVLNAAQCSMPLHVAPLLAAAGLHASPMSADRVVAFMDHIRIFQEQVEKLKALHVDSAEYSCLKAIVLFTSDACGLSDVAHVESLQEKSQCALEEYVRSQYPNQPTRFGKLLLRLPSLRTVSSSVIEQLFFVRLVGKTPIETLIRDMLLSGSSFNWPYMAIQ
CF NFkB block – cystic fibrosis NF-kB activation inhibition. KKLEB NF-kB-GFP reporter, PAF-induced, GFP fluorescence overnight. inhibition, % at 5 µM. 360,000 tested, 0.86% active. AID 588850;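 active = at least 50% inhibition at 5 µM, scaled per plate between neutral and stimulator controls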;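 note: PAF is a Pseudomonas aeruginosa culture filtrate used as stimulus; plate controls were PAF-stimulated DMSO wells for no effect and unstimulated DMSO wells for full effect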
TROY signal inh – inhibitors of TROY-dependent NF-kB signaling; Q293 LMP1-TROYcd NF-kB luciferase reporter, 4 h; inhibition, % at 10 µM; 360,000 tested, 0.98% active;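 active = compounds whose plate-normalised and pattern-corrected inhibition of the luciferase reporter signal at the single screening dose is 50% or more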
SRC2 inh – human SRC2 (NCOA2) inhibition; Q15596; HEK293 GAL4-SRC2 luciferase reporter, luminescence; inhibition, % at 9 µM; 370,000 tested, 0.17% active;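 active = inhibition above the mean inhibition of all tested compounds plus 3 SD, set per campaign, cut at about 52% in these data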;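 note: 0% = DMSO treated cells and 100% = cells given Gossypol at 36 µM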
KKLEB cytotox – CF airway cell cytotoxicity counter-screen | 360,000 tested, 0.36% active | KKLEB CF airway cells viability, ATPlite luminescence, overnight; hits give low values; cells stimulated with P. aeruginosa culture filtrate | activity change (cytotoxicity), % at 5 µM;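 active = corrected activity change at or below -50% at 5 µM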
C8 TRAIL sens – sensitizes caspase-8 expressing cells to TRAIL | NB7+C8 cells + TRAIL, ATPlite viability luminescence | inhibition (viability loss, TRAIL sensitization), % at 10 µM | 360,000 tested, 1% active;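 active = compounds causing at least 50% loss of cell viability in the single-dose screen, relative to plate controls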
LMP1 NFkB inh – inhibitors of Epstein-Barr LMP1-induced NF-kappaB reporter. LMP1-induced NF-kappaB luciferase reporter cells, luminescence. inhibition, % at 12.5 µM. 350,000 tested, 0.69% active. AID 504558; in the data active = inhibition above about 41%; inconclusive = no clear call, values can overlap the other calls;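 note: 0% = neutral control wells and 100% = reference inhibitor control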
NCOA1 inh – inhibitors of human steroid receptor coactivator 1 (SRC1); Q15788; HEK293 GAL4-SRC1 luciferase reporter, luminescence; inhibition, % at 3.6 µM; 360,000 tested, 0.12% active;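 active = inhibition above the campaign mean plus 3 SD, with each screening campaign given its own cutoff, cut at about 60% in these data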;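 note: 0% = DMSO treated cells and 100% = gossypol at 36 µM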
SRC3 inh – inhibits human SRC3 coactivator; HEK293 GAL4-SRC3 luciferase reporter, luminescence; inhibition, % at 3.6 µM; AID 588352; 360,000 tested, 0.17% active;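 active = inhibition above a per-campaign cutoff, the mean of all compounds plus 3 SD, cut at about 60% in these data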;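 note: 0% = DMSO-treated cells and 100% = gossypol-treated cells at 36 µM; higher means less SRC3-driven luciferase light from the GAL4 reporter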
TWEAK Fn14 block – inhibitors of TWEAK-Fn14 interaction signaling | inhibition, % at 10 µM | TWEAK-stimulated Fn14 reporter cells, luciferase luminescence, 8 h | 360,000 tested, 2% active | AID 1159606; in the data active = inhibition above about 50%
The depositor's hits bear a star; ? = inconclusive; / = not tested or not shown.

SMILES | LRH-1 inv ag | COUP-TFII inh | CF NFkB block | TROY signal inh | SRC2 inh | KKLEB cytotox | C8 TRAIL sens | LMP1 NFkB inh | NCOA1 inh | SRC3 inh | TWEAK Fn14 block
COc1ccc(CCNC(=O)CC(NC(=O)c2ccccc2Cl)c2ccccc2)cc1 (stereo not drawn) | -6 | 4 | 3 | 7 | 4 | 10 | -8 | -27 | 9 | -1 | -6
CCCCNC(=O)C1(C)CCN1C(=O)c1oc2ccccc2c1C (stereo not drawn) | 6 | -6 | 13 | -3 | -2 | -5 | -6 | / | 5 | 16 | 4
O=C(c1ccc(N2CCN(C(=O)c3ccc(F)c(F)c3)CC2)cc1)c1cccc(F)c1 | 1 | 10 | 5 | 13 | 0 | -8 | 8 | 16 | 21 | -3 | 16
COc1ccc2c(c1)CCc1c(C(=O)N3CCc4ccccc4C3)noc1-2 | 2 | 2 | 9 | -20 | 2 | 0 | -1 | -21 | -12 | -4 | 2
CCCCn1nc2cc(C(=O)NCCc3cccs3)ccc2c1OCC | -6 | -8 | 1 | -46 | -36 | 0 | 22 | -3 | -19 | -33 | -34
CN(C(=O)COC(=O)c1cn(-c2ccccc2)nc1-c1ccccc1)C1CCS(=O)(=O)C1 (stereo not drawn) | 1 | 19 | -5 | 2 | -3 | 4 | -14 | -5 | -14 | -3 | -2
O=C(C1CCCCC1)N1C[C@@H](O)[C@H](n2cc(C3CC3)nn2)C[C@@H]1c1ccccc1 | 13 | -6 | 10 | -5 | 3 | -2 | -3 | -1 | 2 | 3 | 0
CC(C)CN(C(=O)CCc1ccccc1)c1c(N)n(CC(C)C)c(=O)[nH]c1=O | 22 | -3 | 4 | 5 | 0 | -5 | -3 | 3 | -11 | 6 | 17
S=c1[nH]nc(Cc2n[nH]c(=S)n2-c2ccccc2)n1-c1ccccc1 | 0 | -21 | 4 | -6 | 17 | 3 | 5 | -5 | 11 | 1 | 9
O=C(O)c1cc([N+](=O)[O-])c(NCCC2=CCCCC2)c([N+](=O)[O-])c1 | 10 | 0 | 5 | -3 | 1 | -6 | -3 | 0 | -11 | 11 | 14
N#CC(C#N)=C(Nc1ccc(F)cc1)SCc1cccc(Br)c1 | 60 | 52* | 51* | 34 | 21 | -42 | 43 | ? | 50 | 52 | 40
CC(NC(=S)Nc1ccc(Cl)cc1Cl)C(c1cccs1)N1CCCC1 (stereo not drawn) | -9 | 3 | 0 | -4 | 3 | -5 | 5 | 4 | -23 | -7 | -3
O=C(CCCN1C(=O)/C(=C/c2cccs2)SC1=S)NNC(=O)c1cccnc1 | 15 | 10 | -8 | 14 | 27 | 10 | 14 | 0 | 5 | 11 | -2
C#CCOCCOCCOCCNc1nc(N2CCN(C(=O)Cn3cc(CCCN=C(N)N)nn3)CC2)nc(N2CCN(C(=O)[C@H]([C@@H](C)CC)n3cc(CCCCN)nn3)CC2)n1 | -6 | 1 | 18 | 1 | 9 | 2 | -3 | -1 | -6 | 0 | -2
Cc1cccc(/C(N)=N/OC(=O)CCC2CCCCC2)c1 | 5 | 1 | 7 | -49 | -10 | 4 | -3 | -17 | -62 | -8 | 10
CC(Sc1ccc(Cl)cc1)C(=O)NCC1CCCO1 (stereo not drawn) | -4 | 3 | -3 | -8 | 6 | 1 | -3 | 0 | 5 | 6 | -2
CC(C)CN(CCNC(=O)CN1C(=O)CSc2ccc(S(=O)(=O)N3CCOCC3)cc21)CC(C)C | -2 | -10 | -18 | 5 | 0 | 4 | 1 | 3 | -28 | 5 | 3
O=C(O)COc1c(-c2ccco2)oc2ccccc2c1=O | -6 | -1 | -20 | -25 | 4 | 9 | -3 | -6 | -1 | -5 | -8
Cc1ccc(S(=O)(=O)N2CCN(C(=O)c3ccc(N4CCC(C)CC4)c([N+](=O)[O-])c3)CC2)cc1 | 3 | -3 | -7 | 7 | -14 | 18 | 3 | 7 | 2 | -24 | 0
COc1ccc(N2C(=O)CCC(C(=O)N3CCN(c4ccccn4)CC3)C2c2ccc(F)cc2)cc1 (stereo not drawn) | 7 | 10 | 10 | 11 | 10 | 18 | 4 | -5 | -20 | 15 | 15
O=C(Nc1nnc([C@@H]2C[C@H](O)[C@@H](CO)O2)s1)Nc1ccccc1C(F)(F)F | -15 | 6 | -11 | -11 | -2 | 6 | 10 | / | -21 | -16 | 0
COc1ccc(NC(=O)CN(C)S(=O)(=O)c2ccccc2)cc1 | -11 | -37 | -1 | -27 | -44 | 6 | 10 | -5 | -19 | -7 | -3
COc1ccc(/C=C/c2n[nH]c(=O)c(C#N)c2C)cc1 | 11 | -11 | -3 | -8 | -45 | 4 | 18 | 8 | 9 | 1 | -8
COc1cccc(OCCOc2ccccc2[N+](=O)[O-])c1 | -73 | -33 | -11 | -83 | -63 | -4 | -8 | -27 | -151 | -76 | -20
OCc1cn(-c2ccccc2)nc1-c1ccco1 | -44 | -25 | 0 | 0 | -30 | 8 | 1 | -18 | -37 | -42 | -20

Single records, from the list above:
CCCCn1nc2cc(C(=O)NCCc3cccs3)ccc2c1OCC across the screens: LRH-1 inv ag = -6; COUP-TFII inh = -8; CF NFkB block = 1; TROY signal inh = -46; SRC2 inh = -36; KKLEB cytotox = 0; C8 TRAIL sens = 22; LMP1 NFkB inh = -3; NCOA1 inh = -19; SRC3 inh = -33; TWEAK Fn14 block = -34
COc1ccc2c(c1)CCc1c(C(=O)N3CCc4ccccc4C3)noc1-2 across the screens: LRH-1 inv ag = 2; COUP-TFII inh = 2; CF NFkB block = 9; TROY signal inh = -20; SRC2 inh = 2; KKLEB cytotox = 0; C8 TRAIL sens = -1; LMP1 NFkB inh = -21; NCOA1 inh = -12; SRC3 inh = -4; TWEAK Fn14 block = 2

Later entries:
SMILES | LRH-1 inv ag | COUP-TFII inh | CF NFkB block | TROY signal inh | SRC2 inh | KKLEB cytotox | C8 TRAIL sens | LMP1 NFkB inh | NCOA1 inh | SRC3 inh | TWEAK Fn14 block
CC(C)(C)NC(=O)C(c1ccncc1)N(C(=O)Cn1nnc(-c2cccs2)n1)C1CCCCC1 (stereo not drawn) | 3 | 6 | -6 | -9 | -8 | -13 | -13 | -8 | 6 | 6 | -1
COc1ccccc1CCNC(=O)c1cccc(NC(=O)CC2SC(N3CCCCC3)=NC2=O)c1 (stereo not drawn) | 3 | 5 | 8 | 11 | 0 | 4 | 2 | 4 | 3 | -2 | 0
CCC(Sc1nc2ccccc2s1)C(=O)Nc1cc(C)on1 (stereo not drawn) | -11 | 10 | 8 | 16 | 8 | 0 | 11 | 0 | -18 | 3 | 9
Cc1ccc(/C=N/Nc2ncc(Cl)cc2Cl)s1 | -178 | -49 | 3 | -38 | -44 | 0 | -4 | -8 | -84 | -65 | -21
CCCCOCCCNC(=O)C[C@@H]1C[C@@]2(C(=O)OCC)CCC=C2N(Cc2ccc(Cl)cc2Cl)C1=O | 21 | -2 | / | -2 | -3 | / | 16 | / | / | / | 0
O=C1CN(C(=O)COC(=O)CCSc2ccccc2Cl)c2ccccc2N1 | -17 | 3 | -1 | 16 | -1 | 7 | -13 | 4 | -16 | -4 | -2
COc1cccc(/C=C2/SC(=S)N(CC(=O)NC3C=CS(=O)(=O)C3)C2=O)c1 (stereo not drawn) | 8 | -15 | 0 | -8 | -7 | -5 | 8 | -5 | -5 | -58 | -22
Cc1cccc(C(=O)Oc2coc(CSc3nnc(NC(=O)C4CC4)s3)cc2=O)c1 | 11 | 1 | 21 | 25 | -1 | -1 | 16 | 1 | -52 | 6 | 18
COc1ccccc1/C=C/C(=O)OCc1nc2ccccc2c(=O)[nH]1 | -8 | 9 | 9 | -5 | 10 | 2 | -3 | -3 | -8 | 8 | -3
CC(C)CN1C(=O)c2ccc(C(=O)Nc3ccncc3)cc2C1=O | 23 | 27 | 8 | 21 | 18 | 2 | 5 | -1 | 13 | -11 | 26
Cc1cccc(-n2cnc(C(=O)Nc3cccnc3)c2)n1 | -139 | -26 | 5 | -42 | -40 | -2 | 15 | -15 | -111 | -74 | -3
COCCN(Cc1ccc(OC)cc1)c1c(C)nc2ccc(C(=O)NCCc3c[nH]c4ccccc34)cn12 | 19 | -4 | -12 | -22 | -3 | -14 | -16 | / | 8 | -1 | 5
CCOC(=O)C1(Cc2ccccc2C(F)(F)F)CCN(C(=O)c2cc(C)n(C)n2)CC1 | -44 | 2 | -19 | -80 | -17 | 16 | -6 | -13 | -17 | -35 | -30
COc1cccc(-c2cc(C(=O)Nc3nc4ccccc4s3)c3ccccc3n2)c1 | 0 | 4 | -13 | 1 | -15 | -11 | -11 | -6 | -6 | 3 | 22
O=C(NCc1ccco1)c1ccc2c(c1)CCO2 | 2 | -12 | -5 | -3 | -9 | 2 | -17 | -2 | 7 | 0 | 0
O=C(Nc1ccccc1-c1nnc(SCc2ccccc2)o1)c1ccccc1 | -5 | -18 | -18 | -25 | -14 | 5 | -6 | 10 | -14 | 0 | 13
COc1ccc2ncccc2c1Cc1c(OC)ccc2ncccc12 | 8 | 14 | -51 | 20 | 8 | -24 | 10 | 5 | -1 | 3 | -11
CC1CCCN(CCCNS(=O)(=O)c2cc(Br)cc3c2N(C(=O)C2CC2)CC3)C1 (stereo not drawn) | -7 | 5 | 12 | 4 | 11 | 5 | -12 | 4 | -21 | 4 | -23
CNC(=O)COC(=O)c1cc2c(s1)CCCC2 | -9 | 3 | -2 | 21 | -5 | 7 | -38 | -8 | -27 | -4 | -3
Cc1nc2c3cc(F)ccc3n(CCN3CCCCC3)c2s1 | 11 | -8 | 5 | -4 | -26 | -15 | 22 | -26 | 3 | 13 | 2
CCN(Cc1ccccc1)S(=O)(=O)c1ccc2oc(C(=O)O)c(C)c2c1 | 2 | -11 | -9 | -12 | 20 | 3 | -16 | 3 | 3 | -21 | -5
CCN1C(=O)N(c2ccc(C(C)=O)cc2)S(=O)(=O)c2ccccc21 | 8 | 11 | 0 | 20 | -30 | 2 | 3 | 4 | -10 | -11 | -3
O=c1oc2ccccc2cc1-c1csc(Cc2nc(-c3ccc(Cl)cc3)cs2)n1 | -1 | 2 | -18 | -46 | 1 | 1 | 36 | 34 | 21 | 13 | 8
Cc1ccc(CSc2ncnc3ccccc23)cc1 | 10 | 2 | 30 | -52 | 3 | -1 | 1 | 8 | -3 | 15 | 26
C#CCOCCOCCOCCNc1nc(N2CCN(C(=O)[C@H](CCC(=O)O)n3cc([C@@H](N)CCCCN)nn3)CC2)nc(N2CCN(C(=O)[C@H](CCCCN)n3cc([C@@H](N)CC(N)=O)nn3)CC2)n1 | 3 | 0 | -10 | -2 | 4 | -14 | 10 | 0 | -13 | -11 | 15
c1ccc(-c2nnc(-c3ccccn3)nc2NC2CCCCC2)cc1 | 67 | -2 | 35 | -5 | 14 | -15 | 11 | 86* | 50 | 78* | -17
CC1C(=O)C(C)C(c2ccc(O)cc2)NC1c1ccc(O)cc1 (stereo not drawn) | -13 | 9 | -10 | 7 | -15 | 14 | -9 | 8 | 6 | -4 | -3
Cc1c(NC(=O)COC(=O)C23CC4CC(CC(O)(C4)C2)C3)c(=O)n(-c2ccccc2)n1C | 3 | 45* | -15 | -1 | 41 | 10 | -7 | -8 | -4 | 13 | 13
CCS(=O)(=O)N1Cc2ccccc2CC1C(=O)Nc1nc2ccccc2[nH]1 (stereo not drawn) | -16 | -6 | -1 | 33 | -8 | -14 | 4 | -56 | -37 | -34 | 32

Screening results from PubChem BioAssay.
